# D1 ag: activates the human D1 dopamine receptor; 360,000 compounds, 1% hits; P21728; activation, % at 2 µM; HEK293 T-REx D1 cells, calcium flux, agonist mode; in the data active = activation above about 30%; note: 0% is about no effect
# Target sequence (P21728 whole entry, looked up): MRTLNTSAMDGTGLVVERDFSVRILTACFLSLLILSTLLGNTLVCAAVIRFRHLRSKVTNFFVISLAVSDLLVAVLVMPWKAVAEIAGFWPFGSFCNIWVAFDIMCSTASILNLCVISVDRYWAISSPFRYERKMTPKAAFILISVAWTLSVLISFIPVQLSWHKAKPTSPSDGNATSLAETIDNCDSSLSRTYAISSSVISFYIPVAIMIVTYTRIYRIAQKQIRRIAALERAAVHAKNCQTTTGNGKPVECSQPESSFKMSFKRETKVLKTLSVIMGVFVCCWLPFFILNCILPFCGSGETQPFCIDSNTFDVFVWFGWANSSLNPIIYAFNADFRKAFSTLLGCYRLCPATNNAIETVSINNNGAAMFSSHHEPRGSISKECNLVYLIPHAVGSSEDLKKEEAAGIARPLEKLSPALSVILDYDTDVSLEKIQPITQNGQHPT
#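 Inducible HEK293 T-REx D1 cells, force-coupled to calcium signalling, were plated at 4000 cells/well with tetracycline and held overnight at 30 C. After no-wash calcium dye loading, compound-evoked calcium rise over 180 s flagged agonists.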
# D1 antagonist: human D1 dopamine receptor antagonism. AID 504652. P21728. HEK293 TREx D1 cells, calcium flux, dopamine EC80; stronger effect = lower value. activity change, negative = inhibition, % at 10 µM. 360,000 compounds, 3.2% hits; in the data active = activity change below about -30%; note: % is set by controls: 0 for no effect and ±100 for the full control effect
#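 Using tetracycline-induced force-coupled D1 Hek293 cells and a calcium dye, signals were followed for 180 s after compound, then for 180 s after EC80 dopamine, to detect inhibitors.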
# Vif-APOBEC3F blk: blocks the Vif interaction with APOBEC3F. HeLa A3F-eYFP + Vif (tagged APOBEC3F with the HIV-1 protein that degrades it), YFP fluorescence increase. Potency, µM (titrated, usually from 46.1 µM), for the others: at the top dose activity, negative = active. AID 602313. 390,000 compounds, 0.2% hits; note: potency is the fitted concentration of half-maximal effect; % of control where 0% means no effect; nearly all actives have a fitted effect of over 65% in size
#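 Fluorescence increase (Ex 488/Em 500-530) after overnight compound treatment at 37 deg C flags inhibition of Vif-driven A3F-eYFP loss in stable HeLa A3F-eYFP/Vif cells seeded overnight beforehand.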
# D1 potentiator: human D1 dopamine receptor positive modulation. potentiation, % at 10 µM. HEK293 TREx D1 cells, calcium flux, dopamine EC20 potentiation. 360,000 compounds, 0.036% hits. P21728; in the data active = potentiation above about 30%; note: 0% is about no effect
# LDHA inh: inhibitors of human lactate dehydrogenase A; 480,000 compounds, 0.15% hits; purified LDHA, NADH/diaphorase-resazurin fluorescence; stronger effect = lower value; P00338; activity change, % (values are at about 110 or 230 µM); in the data active = activity change below about -30%; inconclusive = mostly about -25% to -30%;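 note: plate controls were DMSO wells for no effect and wells without enzyme for full effect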
#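 Human LDH5 at 2 nM final in Tris HCl pH 7.4 with 0.06 mM NADH and 0.2 mM pyruvate, reacted 5 minutes at room temperature. Remaining NADH coupled via diaphorase/resazurin; resorufin fluorescence read at 0 and 20 minutes, normalized to enzyme-free and DMSO wells.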
# RXFP1 agonist: agonists of human relaxin receptor RXFP1. Q9HBX9. HEK293T-RXFP1 cAMP TR-FRET, 30 min; response scale: percent of porcine relaxin response, buffer zero. Potency, µM (series often up to 57.5 µM), for inactives: at the highest dose activation, hits mostly activators. 370,000 compounds, 0.3% hits; note: potency is the fitted concentration of half-maximal effect; % is set by controls: 0 for no effect and ±100 for the full control effect; nearly all actives have a fitted effect of over 60% in size; many of its hits are not listed in these tables
#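 HEK293 cells stably expressing RXFP1, treated 30 min at 37C with compounds plus PDE4 inhibitor Ro 20174; cAMP measured by HTRF TR-FRET. Normalized to buffer and 29 nM porcine relaxin; EC50 by Hill fit.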
# GRP78 ERSR act: induces the endoplasmic reticulum stress response in human glioma cells | U87-MG GRP78 promoter luciferase reporter, 16 h | Potency, µM, without a hit: at the highest dose activation, usual class: activators | 420,000 compounds, 0.02% hits | AID 602332; note: potency is the fitted concentration of half-maximal effect; series mostly up to about 76 µM; % of control where 0% means no effect; nearly all actives have a fitted effect of over 35% in size
#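 ERSR induction read as luciferase luminescence (Bright-Glo, 10 min at room temperature) in stably transfected human U87-MG glioma cells exposed to compounds for 16 h, using GRP78 as sensor.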
# D2 potentiator: positively modulates the human D2 dopamine receptor allosterically | 340,000 compounds, 0.34% hits | AID 485347 | P14416 | HEK293 T-REx D2, calcium flux, EC20 dopamine potentiation | potentiation, % at 10 µM;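 active = potentiation over 3 SD above the plate norm, cut at about 30% in these data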; note: 0% is about no effect
#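 Using a no-wash calcium dye in inducible, force-coupled HEK293 Trex cells expressing D2, we tracked fluorescence each second for 180 s after compound, then for 180 s after EC20 dopamine to detect augmented signalling.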
# Vif-A3G inh: blocks the Vif interaction with human APOBEC3G. 410,000 compounds, 0.076% hits. HeLa A3G-eYFP + Vif (tagged APOBEC3G with the HIV-1 protein that degrades it), YFP fluorescence, overnight. Q9HC16. Potency, µM (series often up to 46.1 µM), for the others: at the top dose activity, negative = active, most hits filed as inhibitors;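 note: potency is the fitted concentration of half-maximal effect; % is set by controls: 0 for no effect and ±100 for the full control effect; nearly all actives have a fitted effect of over 60% in size; hits raise eYFP signal because A3G escapes Vif-driven loss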
# Target sequence (Q9HC16 whole entry, looked up): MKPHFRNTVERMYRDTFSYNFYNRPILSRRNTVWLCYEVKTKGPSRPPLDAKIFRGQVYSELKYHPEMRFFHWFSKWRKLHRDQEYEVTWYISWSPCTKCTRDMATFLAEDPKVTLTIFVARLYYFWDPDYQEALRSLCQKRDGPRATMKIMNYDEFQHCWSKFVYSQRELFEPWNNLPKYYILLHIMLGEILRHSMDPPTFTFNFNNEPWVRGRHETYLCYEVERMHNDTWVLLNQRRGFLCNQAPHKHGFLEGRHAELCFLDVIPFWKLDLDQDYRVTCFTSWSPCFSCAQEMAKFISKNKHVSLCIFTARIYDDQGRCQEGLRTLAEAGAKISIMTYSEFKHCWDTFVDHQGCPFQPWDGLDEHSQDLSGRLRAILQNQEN
#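 Read-out is eYFP fluorescence (Ex 488/Em 500-530) from Vif-expressing HeLa A3G-eYFP cells; more signal means A3G escaped Vif-mediated degradation. Cells plated overnight, compound pinned in, incubated overnight at 37 deg C.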
# An asterisk follows results filed as active; ? = inconclusive; . = no result given. Unless noted, calls come from the whole dose curve; as a rule, active = well fitted curve in the direction sought with a large enough effect; inconclusive = small, poorly fitted or top-dose-only effect, or another doubt; inactive = no such curve, though single readings can be large; an effect the other way counts as inactive or inconclusive. The list is partial; the hit share may differ from the screen's.
# Short keys: A = D1 ag; B = D1 antagonist; C = Vif-APOBEC3F blk; D = D1 potentiator; E = LDHA inh; F = RXFP1 agonist; G = GRP78 ERSR act; H = D2 potentiator; I = Vif-A3G inh
O=C(CNC(=O)c1ccc(Cl)cc1Cl)OCC(=O)N1CCN(c2ccccc2)CC1
  A = 4	B = 4	C = 5%	D = -1	E = -7	F = 0.2%	G = -6%	H = -2	I = 0%
CC[C@]12c3[nH]c4ccc(OC)cc4c3CCN1C(=O)C(CC(=O)NCCc1ccccn1)C[C@@H]2C(=O)N1CCN(C(=O)c2ccco2)CC1 (stereo not given in full)
  A = .	B = .	C = -2%	D = .	E = 2	F = .	G = -2%	H = .	I = -1%
CCOC(=O)/C=C/C(=O)OCC(=O)Nc1cccc(Cl)c1Cl
  A = 0	B = -13	C = -3%	D = -7	E = -12	F = 1.8%	G = -3%	H = -4	I = -6%
CCOc1nc(N=C(N)N)nc2c(C)cccc12
  A = 2	B = 9	C = -17%	D = -2	E = 2	F = 3.1%	G = -8%	H = -1	I = -1%
Cc1ccc(CNS(=O)(=O)c2ccc3c(c2)NC(=O)CS3)cc1
  A = 6	B = -34*	C = 1%	D = -3	E = -4	F = 2.7%	G = -4%	H = .	I = 2%
Cc1cc(Cl)ccc1NC(=O)NC1CCN(S(=O)(=O)c2ccc(F)cc2)CC1
  A = 3	B = -11	C = 0%	D = -8	E = -10	F = 3.6%	G = -4%	H = -13	I = 5%
Cc1ccc(C(=O)CNc2cccc(Cl)c2)cc1
  A = 2	B = -8	C = -15%	D = 0	E = -6	F = 1.9%	G = 5%	H = 0	I = -5%
C=C1C(C(=O)Nc2cccc(OC)c2)C1C(=O)Nc1cccc(OC)c1 (stereo not given)
  A = -3	B = -11	C = 3%	D = 3	E = -5	F = -2.6%	G = -4%	H = -5	I = -8%
COC(=O)C(=Cc1ccc(OCc2ccc([N+](=O)[O-])cc2)c(OC)c1)C(=O)OC
  A = 9	B = -15	C = 1%	D = -8	E = -2	F = 0.5%	G = ?	H = 1	I = -24%
COc1ccc(Cl)cc1C(=O)OCC(=O)NCCNC(=O)COC(=O)c1cc(Cl)ccc1OC
  A = 1	B = 0	C = -1%	D = 1	E = -4	F = -1.3%	G = -3%	H = -4	I = 1%

# An excerpt from above, reduced to Vif-APOBEC3F blk and RXFP1 agonist.
structure | Vif-APOBEC3F blk | RXFP1 agonist
CCOc1nc(N=C(N)N)nc2c(C)cccc12 | -17% | 3.1%
Cc1ccc(CNS(=O)(=O)c2ccc3c(c2)NC(=O)CS3)cc1 | 1% | 2.7%

# (listing goes on)
# Short keys: A = D1 ag; B = D1 antagonist; C = Vif-APOBEC3F blk; D = D1 potentiator; E = LDHA inh; F = RXFP1 agonist; G = GRP78 ERSR act; H = D2 potentiator; I = Vif-A3G inh
O=C(Nc1ccc(NC(=O)c2cccs2)cc1)c1ccc(Cl)cc1
  A = 3	B = -16	C = 3%	D = -2	E = -8	F = 2.7%	G = -1%	H = .	I = -1%
CC(=O)CCc1oc2ccc(C)cc2c1-c1ccc(C)o1
  A = 2	B = -13	C = 1%	D = 2	E = 4	F = -0.6%	G = 0%	H = -3	I = -9%
O=C(CCc1ccccc1)Nc1cccnc1
  A = 2	B = 2	C = 21%	D = -3	E = -3	F = 0.9%	G = -2%	H = 8	I = -7%
CCCCN(CC)S(=O)(=O)c1c(C)[nH]c(=O)[nH]c1=O
  A = 3	B = 0	C = -8%	D = -3	E = -5	F = -0.8%	G = 0%	H = -1	I = 3%
NC(=O)[C@@H]1CCCN1C(=O)[C@@H](Cc1cnc[nH]1)NC(=O)[C@@H]1CCC(=O)N1
  A = 13	B = 4	C = 1%	D = 0	E = 1	F = 1.2%	G = -5%	H = -12	I = 2%
CC(=O)c1ccc(N2CCN(C(=O)C3CCN(S(=O)(=O)c4ccc5c(c4)CC(C)N5C(=O)C4CC4)CC3)CC2)cc1 (stereo not given)
  A = 3	B = -14	C = 6%	D = 0	E = -18	F = 6.5%	G = -4%	H = 9	I = -1%
O=C(NC1CC1)C1=C[C@@H](c2ccc3c(c2)OCO3)C[C@@H](OCc2ccc(CO)cc2)O1
  A = -4	B = -11	C = 3%	D = 0	E = 0	F = 1.1%	G = 0%	H = 13	I = -5%
Cc1nnc(SCc2cc(=O)c3cc(F)ccc3[nH]2)n1C
  A = 0	B = -67*	C = 1%	D = -2	E = -4	F = 7.1%	G = -3%	H = 9	I = -1%
CC1(C)CC(=O)C2=C(C1)N(c1ccccc1)C(N)=C(C#N)C2c1ccsc1 (stereo not given)
  A = 1	B = -3	C = -3%	D = 9	E = -5	F = -0.6%	G = -1%	H = -5	I = -3%
COCCCn1c(SCC(=O)NNC(=O)c2cccc(O)c2)nnc1-c1ccncc1
  A = 2	B = -19	C = 0%	D = -4	E = -2	F = 4.5%	G = -4%	H = 2	I = 0%
Cc1cc(C(C)(C)C)cc(C)c1S(=O)(=O)N1CC(=O)Nc2ccccc21
  A = 3	B = 0	C = 5%	D = 8	E = 7	F = 3.3%	G = 3%	H = 7	I = -5%
COc1ccc(Cl)cc1-c1nc(-c2ccc(NC(=O)c3cccs3)cc2)no1
  A = 14	B = -12	C = -13%	D = -3	E = -6	F = 6.1%	G = 1%	H = 3	I = -7%
CC(O)(CS(=O)(=O)Cc1ccccc1Cl)C(=O)Nc1cccc(C(F)(F)F)c1 (stereo not given)
  A = .	B = .	C = 10%	D = .	E = 1	F = -0.5%	G = -4%	H = .	I = 1%
CCOc1ccc(Nc2oc(/C=C/c3cc(OC)c(OC)c(OC)c3)nc2C#N)cc1
  A = 1	B = -7	C = 7%	D = 1	E = 5	F = 13%	G = -1%	H = 5	I = -12%
Cc1ccc(S(=O)(=O)N2CCOCC2)cc1C(=O)NC1CCCCCC1
  A = 3	B = -2	C = 13%	D = 4	E = -6	F = -2.3%	G = -1%	H = 4	I = -2%
COC(=O)c1c(NC(=O)c2nc(SCc3ccc(F)cc3)ncc2Cl)sc2c1CCCC2
  A = 0	B = 4	C = 1%	D = -1	E = -4	F = -0.3%	G = 3%	H = 1	I = -4%
CCOC(=O)c1oc2ccccc2c1NC(=O)c1ccc(Cl)s1
  A = -1	B = -4	C = 2%	D = 0	E = -4	F = 3.0%	G = -1%	H = -4	I = 3%
CC1CCCC(n2cnc3cc(C(=O)O)ccc32)C1C (stereo not given)
  A = 0	B = 3	C = 9%	D = -1	E = -3	F = -0.8%	G = -7%	H = .	I = -2%
CCCCSc1nc(-c2ccc(OC)cc2)ccc1C#N
  A = 5	B = -8	C = -4%	D = 3	E = -1	F = 0.1%	G = -3%	H = 3	I = 2%
Cc1cc(=O)oc2cc(OCC3CC(c4ccccc4Cl)=NO3)ccc12 (stereo not given)
  A = 0	B = -6	C = -14%	D = 0	E = -4	F = 8.5%	G = -2%	H = -12	I = -29%
CCN(CC)c1ccc(C2Nc3cccc4cccc(c34)N2)cc1
  A = -2	B = -3	C = -12%	D = -2	E = -1	F = -1.6%	G = 0%	H = 11	I = -8%
COc1ccc(C(=O)NC(=S)Nc2nc(C)cc(C)n2)cc1Br
  A = 1	B = 5	C = -3%	D = 3	E = -11	F = 0.0%	G = 3%	H = 21	I = 1%
COc1cccc(OC)c1C(=O)NC(=O)NNc1cc(C(F)(F)F)cc(C)n1
  A = 1	B = -10	C = -9%	D = 0	E = -5	F = 0.6%	G = -2%	H = -3	I = -5%
Cc1ccc(-c2cc3nc(C)cc(C)n3n2)cc1
  A = 1	B = 1	C = 12%	D = 0	E = -4	F = 0.0%	G = 1%	H = 0	I = -6%
CN1CCN(C(=O)C(=O)Nc2c3c(nn2-c2ccc(Cl)cc2)CSC3)CC1
  A = -2	B = .	C = -2%	D = -2	E = -4	F = 0.7%	G = -1%	H = 1	I = -4%
CCCCC(=O)Nc1c(C(=O)N2CCN(c3ccccc3F)CC2)oc2ccccc12
  A = -2	B = -7	C = -5%	D = -3	E = 1	F = -4.8%	G = -3%	H = -2	I = -8%
CCOC(=O)c1c(S(=O)(=O)NCC(=O)Nc2ccc(C)c(N(C)C)c2)c(C)n(C)c1C
  A = -1	B = 13	C = 2%	D = -2	E = 2	F = 6.9%	G = -1%	H = -17	I = 3%
CC(C)(C)NC(=O)CSc1nc(O)cc(=O)n1-c1ccccc1F
  A = 2	B = -8	C = -18%	D = 1	E = -9	F = 1.8%	G = -1%	H = -15	I = -23%
COc1cc(/C=N/OCC(=O)NC2CCS(=O)(=O)C2)ccc1OC(F)F (stereo not given)
  A = 2	B = 9	C = -12%	D = -2	E = 0	F = -2.8%	G = -7%	H = 4	I = -3%
Cc1ccc(NC(=S)C2=C(O)c3sccc3N(C)S2(=O)=O)cc1
  A = -2	B = .	C = -6%	D = -2	E = 6	F = -0.5%	G = 3%	H = -11	I = 3%
COc1ccc(C(=Cc2cc(OC)c(OC)cc2[N+](=O)[O-])C(=O)O)cc1
  A = .	B = .	C = 2%	D = .	E = 7	F = .	G = -2%	H = .	I = 2%
O=C(NC(=S)Nc1ccccc1N1CCOCC1)c1ccc(Br)cc1
  A = 2	B = 7	C = -5%	D = 5	E = -9	F = 0.3%	G = 1%	H = -3	I = -1%
Cc1c(NC(=O)CCCOc2ccccc2)cccc1[N+](=O)[O-]
  A = 0	B = 0	C = -1%	D = 10	E = -3	F = 1.2%	G = -3%	H = 4	I = 4%
O=C(NCc1ccco1)c1ccccc1-c1ccc(C(F)(F)F)cc1
  A = -2	B = -2	C = -6%	D = -4	E = -6	F = 1.5%	G = 1%	H = 7	I = 3%

# Looked up above:
# Reading of Cc1c(NC(=O)CCCOc2ccccc2)cccc1[N+](=O)[O-] under Vif-A3G inh: 4%
# Reading of O=C(NC(=S)Nc1ccccc1N1CCOCC1)c1ccc(Br)cc1 under Vif-APOBEC3F blk: -5%

# Compound activity from PubChem BioAssay.
